From PubChem
PI4K2A inh: qHTS for small molecular inhibitors of PI4K2A. Phosphatidylinositol 4-kinase type 2-alpha (Homo sapiens), Q9BTU6. AID 1346378, 2018. purified PI4K2A, ADP-Glo luminescence, 1 h; active compounds read low. activity change, negative = inhibition, % at 76.9 µM. 420,000 compounds, 0.13% hits; in the data active = activity change below about -50%; inconclusive = mostly about -30% to -49%;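 note: -100% = wells without enzyme as full effect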
Target sequence (Q9BTU6 whole entry, looked up): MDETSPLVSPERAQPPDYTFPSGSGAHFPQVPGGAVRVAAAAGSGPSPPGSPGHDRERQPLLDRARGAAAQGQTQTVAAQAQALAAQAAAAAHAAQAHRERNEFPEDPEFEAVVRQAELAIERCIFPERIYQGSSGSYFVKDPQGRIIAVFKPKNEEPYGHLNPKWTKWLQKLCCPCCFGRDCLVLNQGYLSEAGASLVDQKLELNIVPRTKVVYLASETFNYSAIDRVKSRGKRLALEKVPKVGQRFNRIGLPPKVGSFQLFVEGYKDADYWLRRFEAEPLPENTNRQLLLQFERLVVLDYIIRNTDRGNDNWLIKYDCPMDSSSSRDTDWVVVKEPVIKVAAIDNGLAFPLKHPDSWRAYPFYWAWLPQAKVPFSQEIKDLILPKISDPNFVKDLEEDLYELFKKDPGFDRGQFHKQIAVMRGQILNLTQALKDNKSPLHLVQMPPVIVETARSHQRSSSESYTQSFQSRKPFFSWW
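Compounds are screened against recombinant PI4K2A using PI as substrate and ATP, the latter dispensed at 300 microM. Reactions run one hour at ambient temperature before ADP-Glo detection; full inhibition defined by wells lacking enzyme.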
Pol eta inh: qHTS for Inhibitors of Polymerase Eta; DNA polymerase eta (Homo sapiens), Q9Y253; AID 588591, 2011; recombinant Pol eta, fluorescent DNA replication assay; Potency, µM (series often up to 114 µM), for inactives: at the highest dose activity change, negative = inhibition, usual class: inhibitors; 390,000 compounds, 1.2% hits; note: potency is the fitted concentration of half-maximal effect; % is set by controls: 0 for no effect and ±100 for the full control effect
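Pol eta (10 nM) was preincubated with compounds for 15 min at room temperature, after which fluorescent replication substrate (50 nM final) was added to start the reaction. Fluorescence was read kinetically at 0 and 10 min.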
JMJD2A Tudor inh: qHTS Assay for Inhibitors of JMJD2A-Tudor Domain; Potency, µM (top dose mostly 114 µM), for inactives: at the top dose activity change, negative = inhibition, actives largely listed as inhibitors; Lysine-specific demethylase 4A (Homo sapiens), O75164; 390,000 compounds, 4.4% hits; AlphaScreen JMJD2A-Tudor / H3K4me3 peptide binding; note: potency is the fitted concentration of half-maximal effect; % is set by controls: 0 for no effect and ±100 for the full control effect; nearly all actives have a fitted effect of over 50% in size
BAZ2B block: qHTS Assay for Inhibitors of BAZ2B. AlphaScreen BAZ2B-H3K14Ac peptide displacement. 360,000 compounds, 4.4% hits. AID 504333, 2011. Potency, µM (titrated, usually from 114 µM), for inactives: at the highest dose activity change, negative = inhibition, hits mostly inhibitors. Bromodomain adjacent to zinc finger domain protein 2B (Homo sapiens), Q9UIF8; note: potency is the fitted concentration of half-maximal effect; % is set by controls: 0 for no effect and ±100 for the full control effect; nearly all actives have a fitted effect of over 60% in size
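Compounds, titrated to a top concentration of 110 uM, were incubated 30 min at room temperature with preformed BAZ2B/acetyl-K14 H3 peptide complex (50 nM each). Proximity signal was measured by AlphaScreen after 20 min with beads.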
HP1b binding inh: HTS for Inhibitors of HP1-beta Chromodomain Interactions with Methylated Histone Tails; AlphaScreen HP1-beta / biotin-H3K9me3 peptide binding; Potency, µM (top dose mostly 114 µM), for the others: at the top dose activity change, negative = inhibition, hits mostly inhibitors; 390,000 compounds, 0.56% hits; note: potency is the fitted concentration of half-maximal effect; nearly all actives have a fitted effect of over 70% in size; inactives centre near 23
Target sequence (P83916 whole entry, looked up): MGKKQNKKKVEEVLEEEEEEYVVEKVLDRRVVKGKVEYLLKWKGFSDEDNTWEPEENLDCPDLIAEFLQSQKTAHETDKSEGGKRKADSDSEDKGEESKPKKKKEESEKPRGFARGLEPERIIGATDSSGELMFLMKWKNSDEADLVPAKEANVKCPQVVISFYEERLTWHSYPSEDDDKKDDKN
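AlphaScreen: HP1-beta (50 nM) preformed 30 min with biotin-H3(1-18)K9me3 peptide (50 nM) in PBS pH 7.4, 0.01% Tween-20. Compound added for 30 min at RT, then streptavidin donor/nickel chelate acceptor beads (10 ug/mL) for 30 min.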
Tb PGK inh: qHTS Assay to Find Inhibitors of Phosphoglycerate Kinase. Phosphoglycerate kinase, glycosomal (Trypanosoma brucei brucei), P07378. PGK/GAPDH coupled, Kinase-Glo luminescence, 60 min. Potency, µM (series often up to 57.5 µM), for the others: at the highest dose activity change, negative = inhibition, hits mostly inhibitors. 380,000 compounds, 0.043% hits. AID 602233, 2012; note: potency is the fitted concentration of half-maximal effect; % is set by controls: 0 for no effect and ±100 for the full control effect; nearly all actives have a fitted effect of over 60% in size
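Luminescent ATP detection (Kinase-Glo Plus) follows a 60-minute room-temperature incubation, with wells lacking PGK as controls. Buffer: 100 mM TEA (pH 7.6), 5 mM MgCl2, 0.01% Tween-20. Coupling enzyme GAPDH (100 nM final) supplies unstable 1,3-BPG in-well.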
G9a inh: qHTS Assay for Inhibitors of Histone Lysine Methyltransferase G9a; Histone-lysine N-methyltransferase EHMT2 (Homo sapiens), Q96KQ7; G9a H3K9 monomethylation, AlphaScreen, 2 h; Potency, µM (top dose mostly 102 µM), for inactives: top-dose activity, negative = inhibition, most hits filed as inhibitors; 350,000 compounds, 8.8% hits; note: potency is the fitted concentration of half-maximal effect; % is set by controls: 0 for no effect and ±100 for the full control effect; nearly all actives have a fitted effect of over 75% in size
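AlphaScreen detection with an anti-monomethyl H3K9 antibody quantified product after a 2 h room-temperature reaction containing 500 nM biotinylated H3K9 peptide, 20 µM SAM and 20 nM enzyme, which had been preincubated 15 min with compound.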
GLS inhibitor: qHTS for Inhibitors of Glutaminase (GLS); Glutaminase kidney isoform, mitochondrial (Homo sapiens), O94925; GLS enzymatic activity, qHTS titration; Potency, µM (doses to about 45.5 µM), for inactives: top-dose activity change, negative = inhibition, usual class: inhibitors; 410,000 compounds, 0.21% hits; note: potency is the fitted concentration of half-maximal effect; % is set by controls: 0 for no effect and ±100 for the full control effect
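Two-point fluorescence kinetic (t0, 30 min RT) for hKGA; glutamate detected via glutamate oxidase–HRP–Amplex Red. Substrate: 1 mM L-glutamine solution; buffer 45 mM KH2PO4, pH 8.2.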
Pin1 inh: qHTS Assay to Find Inhibitors of Pin1; AID 504891, 2011; 390,000 compounds, 0.009% hits; Peptidyl-prolyl cis-trans isomerase NIMA-interacting 1 (Homo sapiens), Q13526; Pin1 FP peptide displacement, HiFluor488, 10 min; Potency, µM (highest dose often 115 µM), without a hit: top-dose activity, negative = inhibition, hits mostly inhibitors; active = well fitted inhibition curve with a large enough effect in the polarisation, with a control signal flat, not every such curve was filed as active; inconclusive = small, poorly fitted or top-dose-only effect, or effect the other way, or a change in a side signal; inactive = no such curve, though single readings can be large or run the other way; the % refers to the polarisation; note: potency is the fitted concentration of half-maximal effect; % is set by controls: 0 for no effect and ±100 for the full control effect
Target sequence (Q13526 whole entry, looked up): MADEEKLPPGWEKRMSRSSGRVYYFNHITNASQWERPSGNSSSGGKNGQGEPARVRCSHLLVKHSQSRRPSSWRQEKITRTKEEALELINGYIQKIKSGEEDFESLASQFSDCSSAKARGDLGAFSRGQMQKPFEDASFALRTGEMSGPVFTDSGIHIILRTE
* marks the source's active call; other numbers are inactive results; i = inactive; ? = inconclusive; / = no result given; & = joins results of further samples; [ ] = another dose, or the depositor's remark. Unless noted, calls come from the whole dose curve; as a rule, active = well fitted curve in the direction sought with a large enough effect; inconclusive = small, poorly fitted or top-dose-only effect, or another doubt; inactive = no such curve, though single readings can be large; an effect the other way counts as inactive or inconclusive. Some of the compounds tested, so the mix of outcomes need not match the whole.

Pin1 inh	JMJD2A Tudor inh	HP1b binding inh	PI4K2A inh	BAZ2B block	GLS inhibitor	Pol eta inh	G9a inh	Tb PGK inh	mol
5%	?	?	1	?	-10%	-4%	?	-10%	NC(=S)N/N=C/c1ccccc1OCCSc1ccc(Cl)cc1
6%	-10%	41%[activator]	8	1%	-14%	-20%	43%[activator]	-2%	COc1ccc(C)cc1NC(=O)CN(C)S(=O)(=O)c1ccc2c(c1)n(C)c(=O)c(=O)n2C
0%	-7%	-9%	0	?	28%	-18%	50µM*	-8%	COc1ccc(OC)c(C2C(C(=O)c3ccco3)=C(O)C(=O)N2CC2CCCO2)c1 (stereo not drawn)
-1%	?	-10%	0	?	29%	2%	?	-2%	Cc1cccc2cc(CN(Cc3ccco3)C(=O)NC3CCCCC3)c(=O)[nH]c12
3%	-17%	19%	-4	2%	2%	-20%	5%[59 µM]	-6%	O=C(c1cc2c(=O)oc3ccccc3c2s1)N1CCN(c2cccc(Cl)c2)CC1
1%	-27%	20%	-9	?	12%	-6%	/	0%	C[C@H](NC(N)=O)C(=O)Nc1ccc2c(c1)OCO2
-3%	-26%	16%	?	-14%	1%	-19%	2%	-24%	COc1ccc(-c2cn3ccccc3n2)cc1
-7%	-3%	16%	7	1%	-12%	-6%	-36%[59 µM]	6%	O=C(CCCn1c(=O)c2ccccc2n(CC(=O)Nc2cccc(C(F)(F)F)c2)c1=O)NCc1ccc2c(c1)OCO2
?	?	-14%	-5	?	3%	-13%	-37%[59 µM]	4%	c1ccc(C2[C@H]3CN(Cc4cccnc4)[C@H](c4ccccc4)C34CC2(c2cccnc2)C4)cc1 (stereo partly drawn)
0%	13%	38%	3	-25%	3%	-17%	14%	7%	CCn1c(=O)c(C(=O)Nc2ccc(C)cc2C)c(O)c2ccccc21
11%	-1%	28%	-5	-8%	/	-8%	-9%	-1%	CC1CC(N(C(=O)C2CC2)c2ccccc2)c2ccccc2N1C(=O)C1CC1 (stereo not drawn)
-22%	-14%	4%	1	2%	-1%	-2%	-1%[59 µM]	-1%	CCc1ccc(Nc2cc(C(=O)NCCCN(C)c3ccccc3)c3ccccc3n2)cc1
-6%	-5%	11%	-6	-3%	-11%	-13%	/	-11%	Cc1ccc(C(=O)Nc2nccc(C)n2)cc1
-1%&-3%	7%	35%&10%	2&1	5%&-3%	76%&5%[activator]	-15%&-17%	19%&13%[59 µM]	7%&6%	COc1ccc(-c2cn(-c3ccccc3)c3[n+]2CCS3)cc1
2%	-4%	25%[57 µM]	-1	1%	3%	-15%	-2%[59 µM]	-4%	CCOc1ccc(CNC(=O)C2CCCN(S(=O)(=O)c3ccc4c(ccn4C)c3)C2)cc1 (stereo not drawn)
-4%	36%	6%	-6	-26%	-9%	-11%	?	-4%	COc1cc(OC)cc(-n2nnnc2SCC(=O)NCc2ccc3c(c2)OCO3)c1
-1%	-9%	37%[activator]	-8	-24%	-10%	-19%	45µM*	i	CCOC(=O)N1CCN(C(=S)NC(=O)c2ccc(F)c(F)c2)CC1
2%	-5%	36%	-3	-8%	-2%	-2%	1%[59 µM]	-7%	Cc1ccc(C)c(N2CCN(C(=O)CN3C(=O)COc4ccc(S(=O)(=O)N5CCCCCC5)cc43)CC2)c1
-5%	-11%	4%	-20	6%	19%	-11%	/	-11%	Cc1ccccc1NC(=S)NCCO
-1%	-22%	11%[57 µM]	2	-1%	-11%	2%	1%[59 µM]	-3%	CCOc1cccc2sc(NC(=O)c3ccc(S(=O)(=O)N4CCc5ccccc54)cc3)nc12
3%	-7%	28%	2	3%	-16%	-11%	?	0%	CCn1c(SCC(=O)N2CCOCC2)nc2sc3c(c2c1=O)CCCC3
1%	13%	30%	3	?	/	-24%	?	0%	Cc1ccc(S(=O)(=O)Nc2ccc(NC(=O)CN3CCCCC3)c(Cl)c2)cc1
10%	1%	22%	1	-12%	-5%	-2%	21%	-3%	NS(=O)(=O)c1ccc(CNC(=O)c2cc(-c3cccnc3)nc3ccc(Cl)cc23)cc1
-1%	-8%	25%	-5	16%	16%	-11%	8%[12.7 µM]	3%	COc1ccc(C(CNC(=O)COc2ccccc2C)N2CCCCC2)cc1 (stereo not drawn)
-16%	-7%	33%	7	7%	0%	-9%	-15%	9%	CCc1nnc(NC(=O)CCN2C(=O)CCC2=O)s1
-4%	-2%	33%	-1	-1%	-1%	-4%	3%[59 µM]	-5%	CCc1ccc2nc(N3CCN(C(=O)C4CC4)CC3)sc2c1
0%	-7%	27%	0	4%	-7%	-9%	-2%	-2%	NC(=O)c1nsc(C(=O)N(CCCN2CCOCC2)C(C(=O)NC2CCCCC2)c2ccc(Cl)cc2)c1N (stereo not drawn)
2%	-19%	46%[activator]	-6	-11%	0%	-3%	6%	-14%	O=C(N/N=C/c1cn(-c2ccccc2)nc1-c1cccnc1)c1cccnc1
?	1%[57.1 µM]	31%	0	-11%	10%	3%	?	-9%	CC(=O)c1cc(NC(=O)c2ccc(Cl)cc2)c(=O)oc1/C=C/N(C)C
0%	52%[activator]	80%[activator]	-2	48%[activator]	3%	-9%	46%[activator][59 µM]	2%	COc1ccc(-c2cc(C(F)(F)F)nc(NCc3ccccc3)n2)cc1OC
-1%	-18%	24%	-3	?	4%	2%	10%[2.33 µM]	-5%	COc1ccc(-c2nc(CC(=O)Nc3cccc(S(=O)(=O)NC4=NCCC4)c3)cs2)cc1
0%	-6%	52%[activator]	4	6%	-13%	-9%	-9%[2.33 µM]	-9%	CN(C)C1=NCCN1CCc1ccc(F)cc1
4%	-15%	18%	-3	?	2%	-8%	?	-8%[11.5 µM]	CC(C)CNC(=O)CC(=O)N/N=C/c1ccc(Br)cc1
3%	-15%	27%	-5	-10%	10%	-19%	-23%[59 µM]	3%	Cc1cccc(C(=O)NCc2nc3ccccc3n2Cc2ccccc2Cl)c1
2%	-18%	25%	-3	?	3%	2%	/	-4%	Cc1ccc(/C=N/NC(=O)Cc2ccc(Cl)cc2)s1
1%	-15%	29%	1	-15%	-5%	?	50µM*	/	Cc1nc(SCc2ccc(OCCC(C)C)cc2)n[nH]1
23%	-16%	29%	1	-3%	1%	3%	12%[12.7 µM]	-3%	CCOc1cc2[nH]c(=S)n(Cc3ccc(C)o3)c(=O)c2cc1OCC
-5%	26%	37%	2	32%	-5%	-9%	11%	-8%	Cc1cc(C)c(OCC(=O)OCC(=O)N2CCCc3ccccc32)c(C)c1
-2%	-2%	33%	2	-2%	-7%	-17%	-49%[59 µM]	-5%	CCCCn1c(C(C)NC(=O)c2cccs2)nc2ccccc21 (stereo not drawn)
-4%	-12%	19%	5	-21%	6%	-17%	3%	-14%	CC(=O)Nc1ccc(C(=O)NNC(=O)c2ccc(Cl)cc2Cl)cc1
2%	2%	39%	5	5%	3%	-12%	22%[59 µM]	i	CN(c1ccccc1)S(=O)(=O)c1cccc(NC(=O)CSc2nncn2C)c1
/	/	/	0	/	-8%	-22%	/	-10%	COc1cc(C(=O)NN=Cc2ccc(N(C)C)cc2)cc(OC)c1OC
?	?	?	-1	?	-2%	0%	40µM*	2%	FC(F)Oc1ccc(NC(=S)NNc2ccnc3cc(Cl)ccc23)cc1
1%	-12%	31%	2	-13%	-1%	-10%	12%	-4%	Cc1cnc2c(c1)C(=O)c1ccccc1-2
?	?	16%	-1	56µM*	-11%	2%	-45%[59 µM]	-5%	CCN(C(=O)CSc1nnc(-c2cc(OC)c(OC)c(OC)c2)o1)c1ccccc1
-2%	2%	12%	2	-2%	-10%	-1%	-5%	-5%	COc1ccccc1CNC(=O)COC(=O)c1ccc(Cl)c(N)c1
-13%	-20%	29%	1	-16%	-6%	-13%	12%	-8%	COc1ccc(CNC(=S)Nc2ccccc2)cc1
3%	0%	33%	-3	?	-7%	-25%	?	-19%	O=C(COc1ccc2c(c1)OCO2)Nc1ccccc1F
0%	56µM*	37%	-1	18µM*	-15%	-5%	17%	i	O=C(N/N=C/c1cccc2nccnc12)c1ccncc1
?	-32%[11.4 µM]	?	-2	50µM*	40%[activator]	35µM*	40µM*	-8%	Cc1cc(/C=C2\SC(=S)NC2=O)c(C)n1-c1cccc(O)c1
0%	-5%	23%	0	-1%	7%	-9%	10%[59 µM]	5%	COc1ccc(NC(=O)N2CCn3c2nc2ccccc23)cc1
